CAL PDZ FP-1 – blocks peptide binding to the human CAL PDZ domain; 0.92% of 300,000 active; inhibition, % at 24.9 µM; purified CAL PDZ, TMR-peptide fluorescence polarization, 1 h; Q9HD26; AID 602252;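 active = mean inhibition of at least 30% with at least half of replicates also reaching 30%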;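 also: 0% = DMSO neutral control and 100% = excess unlabeled competitor peptide PRC23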
CAL PDZ FP-2 – inhibitors of human CAL PDZ peptide binding; Q9HD26; inhibition, % at 20 µM; 0.02% of 330,000 active; AID 504414; purified CAL PDZ, TMR-peptide fluorescence polarization, 1 h;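 active = highest replicate inhibition of at least 40%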;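 also: plate controls were DMSO neutral control wells for no effect and unlabeled competitor peptide control wells for full effect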
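Read-out basis: mP drop reported as inhibition | Assay system: Tagged CAL PDZ protein CerCALP, purified | Benchmarks: Unlabelled peptide for full inhibition, DMSO wells as neutral | Schedule: 1 h incubation at room temperature before polarization reading | Buffer or medium: Sodium phosphate/NaCl buffer pH 7.4 with TCEP, IgG, Thesit | Doses: Single point, 20 µM | Measured by: Fluorescence polarization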
PKA-R2B act – activators of human PKA-R2B complex; 0.079% of 340,000 active; PKA-R2B holoenzyme dissociation, Cy5-IP20 fluorescence polarization; R2B truncated from residue 108, S112A mutant; 0% DMSO only, 100% 113 µM cGMP; activation, % at 11.4 µM;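 active = activation above a cutoff set at the mean over all compounds plus 3 SD, cut at about 18% in these data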;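 also: higher means more holoenzyme dissociation and a rise in polarization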
Target sequence (P31323 whole entry, looked up, other chains not shown, the tested form may be a part): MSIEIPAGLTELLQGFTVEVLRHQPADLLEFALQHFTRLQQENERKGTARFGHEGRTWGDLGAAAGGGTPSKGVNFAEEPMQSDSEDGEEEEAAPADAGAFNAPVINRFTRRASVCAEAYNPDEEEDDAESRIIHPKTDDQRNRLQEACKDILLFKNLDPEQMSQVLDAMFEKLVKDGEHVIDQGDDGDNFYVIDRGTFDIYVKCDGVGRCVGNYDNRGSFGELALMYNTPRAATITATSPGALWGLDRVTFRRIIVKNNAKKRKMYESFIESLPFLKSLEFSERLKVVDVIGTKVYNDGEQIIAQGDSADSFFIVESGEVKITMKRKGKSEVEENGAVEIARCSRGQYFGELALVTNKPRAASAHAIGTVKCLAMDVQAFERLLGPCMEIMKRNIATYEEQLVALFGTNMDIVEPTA
Cardiac RTF inh – cardiac RTF calcium desensitization. 0.12% of 340,000 active. P19429+P45379. inhibition, % at 7.15 µM. IANBD-labeled cardiac RTF, Ca2+ fluorescence;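 active = inhibition above the mean inhibition of all tested compounds plus 3 SD, cut at about 17% in these data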;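 also: assay run at fixed EC70 calcium of 1.6 mM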
RTF Ca sens act – increases calcium sensitivity of human cardiac regulated thin filaments. P19429+P45379. IANBD-labeled TnC RTF fluorescence at EC20 calcium; 0% EC20 calcium, 100% full calcium. activation, % at 7.2 µM. 0.24% of 340,000 active;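 active = activation above the mean over all tested compounds plus 3 SD, cut at about 30% in these data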;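 also: rise in fluorescence read as greater calcium sensitivity of cardiac thin filaments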
Rtt109 HAT inh – blocks Candida albicans Rtt109/Vps75 acetyltransferase activity | Q5AAJ8 | purified Rtt109/Vps75, ThioGlo CoA-SH fluorescence, 4 h | inhibition, % at 34.9 µM | 0.16% of 330,000 active;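 active = inhibition of at least 50% in every replicate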
LANA DNA inh – blocks KSHV LANA C-terminal domain binding to DNA | MBP-C-LANA/FAM-LBS DNA binding, fluorescence polarization | inhibition, % at 9 µM | AID 504423 | 0.078% of 340,000 active;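 active = highest replicate inhibition at or above 60% at 9 µM, even if other replicates fall short; inactive = all replicates below 60% inhibition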;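 also: 0% = neutral control wells and 100% = 4 µM acridine orange control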
SR-BI uptake up – SR-BI HDL lipid transfer activation; activation, % at 12.5 µM; 0.096% of 320,000 active; CHO ldlA[mSR-BI] cells, DiI-HDL uptake fluorescence, 3 h; 100 = double the neutral-control signal;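 active = mean replicate activation of at least 60% and every replicate at or above 60%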;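 also: 0% = median plate neutral-control signal and 100% = twice that signal; values of inactives mirror those of a sister screen read the other way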
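Assay system: LDL receptor-deficient CHO ldlA cells overexpressing murine SR-BI / Medium: BSA-supplemented, HEPES-buffered Ham's F12, pH 7.4 / Probe or stimulus: DiI-labelled HDL at 10 µg/mL final / Timing: compound with DiI-HDL co-incubation, 3 h at 37 °C / Technique: bottom-read cell fluorescence after medium removal, ex 550/em 595 nm / Measure: HDL uptake via cellular fluorescence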
DAGLB inhibitor – diacylglycerol lipase beta (human) inhibition; HEK293T DAGLB membrane lysate, EnzChek fluorogenic substrate; inhibition, % at 5.17 µM; 0.059% of 340,000 active; AID 504411; in the data active = inhibition above about 34%;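 also: 0% = enzyme with vehicle and 100% = wells lacking enzyme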
Target sequence (Q8NCG7 whole entry, looked up): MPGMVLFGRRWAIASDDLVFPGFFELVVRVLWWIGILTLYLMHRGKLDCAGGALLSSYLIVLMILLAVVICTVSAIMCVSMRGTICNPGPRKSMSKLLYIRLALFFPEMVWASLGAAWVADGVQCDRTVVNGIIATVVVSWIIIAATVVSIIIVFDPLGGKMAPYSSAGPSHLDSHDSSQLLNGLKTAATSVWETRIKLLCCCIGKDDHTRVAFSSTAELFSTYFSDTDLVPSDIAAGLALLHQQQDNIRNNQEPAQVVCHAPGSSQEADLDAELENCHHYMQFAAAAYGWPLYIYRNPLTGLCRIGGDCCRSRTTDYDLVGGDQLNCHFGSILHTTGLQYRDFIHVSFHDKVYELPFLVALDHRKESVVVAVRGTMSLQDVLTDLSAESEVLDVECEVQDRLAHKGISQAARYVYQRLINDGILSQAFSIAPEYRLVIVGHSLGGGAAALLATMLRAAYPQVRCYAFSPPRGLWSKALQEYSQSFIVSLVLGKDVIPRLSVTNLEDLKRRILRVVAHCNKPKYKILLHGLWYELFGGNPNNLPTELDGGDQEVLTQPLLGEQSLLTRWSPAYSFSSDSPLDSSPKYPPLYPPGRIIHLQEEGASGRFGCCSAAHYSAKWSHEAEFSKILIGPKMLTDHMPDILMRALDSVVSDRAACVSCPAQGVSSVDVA
Keap1-Nrf2 PPI – disrupts human Keap1 binding to Nrf2 peptide; inhibition, % at 9.4 µM; AID 504523; Q14145; Keap1 Kelch-Nrf2 peptide fluorescence polarization, 1536-well; 0.15% of 340,000 active; in the data active = inhibition above about 12%;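 also: human Keap1 Kelch domain with fluorescein labeled Nrf2 9mer peptide probe; 0% = neutral control wells and 100% = peptide positive control; higher means more block of Keap1 binding to Nrf2 peptide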
Active calls of the source: *; · = not tested or not shown.

SMILES	CAL PDZ FP-1	CAL PDZ FP-2	PKA-R2B act	Cardiac RTF inh	RTF Ca sens act	Rtt109 HAT inh	LANA DNA inh	SR-BI uptake up	DAGLB inhibitor	Keap1-Nrf2 PPI
N#CCCN(CC(=O)O)S(=O)(=O)c1ccccc1	-1	1.6	-15	6	-12	12	-2.9	49	4	-5
CC(Sc1nc(NCc2ccccc2)nc(N(C)C)n1)C(=O)Nc1ccccc1 (stereo unspecified)	-2	-1.4	-4	3	0	6	2.8	10	-9	2
COC(=O)c1nc[nH]c1C(=O)OC	·	-0.4	-4	-1	-2	0	-0.3	5	-3	-4
Cc1nn(C(C)(C)C)c(OC(=O)c2cccs2)c1Sc1ccccc1	3	-1.7	-9	1	0	3	9.4	18	-9	2
CC(C)(C)C(=O)NC1CCN(CC(=O)Nc2ccc3c(c2)OCO3)CC1	1	-2.0	0	-2	0	-6	-1.6	-16	1	3
CC(NS(=O)(=O)c1ccc2ccccc2c1)c1ccccn1 (stereo unspecified)	-1	-1.2	-3	-9	0	-7	0.2	3	-2	-3
COc1ccc(CC(=O)Oc2ccc(F)c(F)c2)cc1S(=O)(=O)N1CCOCC1	-4	-2.4	-2	-9	0	-9	-2.4	13	0	-11
COC(=O)C1=C(SC)N(c2ccc(OC)cc2)C(c2ccccc2)CC1=O (stereo unspecified)	-2	-2.4	3	-1	0	-4	-1.8	0	-2	-7
O=C(NN1CCOCC1)c1ccccc1	-3	-1.9	3	-1	-8	19	-0.9	2	-5	-5
COc1ccc(N(C)S(=O)(=O)c2cccc(C(=O)OCC(=O)NCc3ccccc3OC)c2)cc1	-1	-2.1	11	-7	0	3	0.3	·	2	3
CCOC(=O)C1C(=O)NC(c2ccccc2)=NC1c1ccc(O)c(OC)c1 (stereo unspecified)	-4	0.0	-9	-4	-4	-3	-0.3	10	-3	-2
COc1ccc(/C=N/NC(=O)c2ccc(-n3cnnn3)cc2)cc1	-5	-2.6	1	-4	-1	-9	0.5	-1	1	-2
CCCc1nnc(NC(=O)CCC(=O)N2CCN(Cc3ccc(F)cc3)CC2)s1	-4	-1.2	-10	-12	-3	0	1.3	12	0	-4
O=C(Nc1ccccc1-c1ccccc1)c1ccco1	-2	0.0	-5	-1	-6	-5	1.9	16	-2	-2
O=C(CCn1c(=O)oc2ccccc21)Nc1nc2ccccc2s1	0	-1.1	-1	-5	1	12	-0.5	2	1	1
COc1ccc(OC)c2[nH]c(=O)c(CCNC(=O)COc3ccccc3)cc12	-2	0.5	-1	3	-3	0	-1.2	0	3	-2
Cc1ccc(C(=O)COc2nc(C)nc3ccccc23)cc1	-6	17	-1	-6	2	23	0.2	17	3	2
COC(=O)c1cc2c(ccn2-c2ccc(F)cc2)n1CC(=O)N1CCN(C(=O)c2ccco2)CC1	-5	1.1	0	-4	5	12	-0.2	-71	1	0
COc1cc([C@@H]2C[C@H]3CN(c4ccccc4)C(=O)[C@]34CCCN24)cc(OC)c1OC	14	-1.3	-8	-10	3	6	1.5	·	1	-7
O=C1C=CC(=O)N1CCNc1ncc(C(F)(F)F)cc1Cl	0	0.7	-10	0	3	-4	-0.3	-11	-1	-68
COc1ccc(-n2c(Cc3cccn3C)nnc2SCC(=O)Nc2ccc3c(c2)OCCO3)cc1	0	0.0	-6	-6	2	-8	1.5	-3	1	2
COc1cc(Cl)c(C)cc1NC(=O)CSc1nnc(-c2ccco2)n1CC(C)C	-2	-3.8	-7	-8	3	-7	-0.6	-50	-6	-9
CCOc1ccccc1NC(=O)C(c1ccccc1)N1CCN(CC(=O)N2CCOCC2)CC1 (stereo unspecified)	-1	-1.4	-3	-9	0	8	7.5	5	2	3
COc1ccccc1NC(=O)Nc1c(C)nn(C)c1C	-5	-2.4	-7	-7	-2	0	-1.0	4	4	2
CC[C@]1(C(=O)OC)[C@H]2C(=O)N(C)C(=O)[C@H]2[C@H]2CN=C(SCc3ccccc3)N21	-1	0.9	5	-11	-3	4	-1.4	35	-1	-2
COc1ccc(Cl)cc1NC(=O)c1cc(-c2ccc(C)cc2O)n[nH]1	-1	0.1	-1	-2	6	-2	0.6	14	3	-1
O=C(Nc1cccc(Cl)c1)NC1CCN(C2CCCCC2)C1 (stereo unspecified)	-2	-4.0	10	0	-3	2	-1.3	6	0	2
Cc1cc(Br)ccc1NC(=O)CN(C)C(=O)COc1cccc2c1OC(C)(C)C2	-3	-1.3	6	1	-9	1	-1.6	-24	0	1
Cc1ccc(S(=O)(=O)N2CCN(c3ccccc3)CC2)cc1	1	-0.9	2	-1	0	-3	0.1	17	-4	1
Cc1nn(C)cc1CNC(=O)c1ccc(F)cc1	-4	0.4	-3	3	14	-6	0.1	12	-2	-4
N#C/C(=C\c1ccc2c(c1)OCCO2)C(=O)NC1CCCCC1	1	0.6	-6	-13	0	6	-0.9	-9	-2	-2
COc1ccc(C(=O)C2CCCN(Cc3cccn3-c3ccc(Cl)cn3)C2)c(OC)c1 (stereo unspecified)	·	-2.1	-10	-7	-4	-10	0.7	-1	1	-4
CC(C)(C)NC(=O)Cc1ccc(Cl)c(Cl)c1	9	-0.5	-16	6	7	-7	-1.4	11	0	-1
N#Cc1ccc(S(=O)(=O)N2CCC(N3CCCCC3)CC2)cc1	-3	0.5	5	7	-2	5	0.1	5	-3	-1
O=C(NC12CC3CC(CC(C3)C1)C2)N1CCC(O)CC1	3	-1.6	-10	-4	2	5	-0.6	·	3	-4
CCSc1ccccc1C(=O)N1CCN(c2ccccc2F)CC1	·	-1.7	-2	-4	0	-2	2.5	4	-4	6
CC1CCN(C(=O)CSc2nc3ccccc3[nH]2)CC1	·	0.1	-5	-1	0	-3	0.9	24	0	-1
CCOc1cc(C2Nc3ccccc3C(=O)N2c2ccccc2)ccc1O (stereo unspecified)	-4	-1.3	1	-2	5	-16	-0.4	-5	-1	-7
CCn1c(SCC(=O)Nc2cccc(NC(=O)c3cccs3)c2)nnc1-c1ccncc1	-4	-1.3	-5	2	-1	-14	2.2	-25	-2	-2
CCCCNC(=O)CC1C(=O)N(Cc2ccccc2)C(C)c2nc3ccccc3n21 (stereo unspecified)	·	-0.4	-15	-7	-7	-4	0.6	-16	-1	3
COc1ccc(OC)c(N(CC(=O)N2CCOCC2)S(C)(=O)=O)c1	-6	0.1	-4	0	0	8	-4.8	-21	1	-6
CCN(CC)C(=O)C1CCN(Cc2cccc(OCc3ccccc3)c2)CC1	1	-1.7	-14	-5	-5	-2	-0.6	-3	-2	1
COc1ccc2oc(C(=O)N(C)Cc3ccc(OC(F)F)cc3)c(C)c2c1	2	-2.1	-5	-4	-5	16	23	-4	-15	-1
CCOc1ccc(COC(=O)C2CC(=O)N(CCc3ccccc3)C2)cc1OC (stereo unspecified)	-4	0.5	-5	7	-2	2	-1.1	-7	-1	-3
Cn1nccc1NS(=O)(=O)c1ccc(C(C)(C)C)cc1	5	0.2	-12	-10	0	-1	0.2	-21	3	3
O=C(NNC(=O)C1CCN(S(=O)(=O)c2ccccc2C(F)(F)F)CC1)c1ccccc1O	-7	-2.9	8	-11	-12	11	0.6	-100	3	-2
COc1ccc(NC(=O)c2cc(C)on2)cc1	4	-1.1	-2	-10	2	2	0.2	·	0	-6
COc1ccccc1N1CCN(C(=O)Cc2c(C(=O)O)[nH]c3ccc(Cl)cc23)CC1	10	-1.6	7	-6	13	-7	1.7	5	6	-4
CCOC(=O)C1CCCN(c2c(NCCCN(CC)c3cccc(C)c3)c(=O)c2=O)C1 (stereo unspecified)	-4	-1.6	-5	-4	0	12	-1.2	-9	0	-4
COC(=O)c1cc(S(=O)(=O)N2c3ccccc3CC2C)c[nH]1 (stereo unspecified)	-1	0.3	-7	-5	1	-8	-0.4	2	1	-1
CCN(C(=S)NC(=O)C1CC1)c1ccccc1	·	-0.8	-4	-7	-2	4	-1.1	25	-1	-4
O=C(CN1C(=O)NC2(CCCCC2)C1=O)N1CCN(S(=O)(=O)c2ccc(Cl)s2)CC1	9	-0.6	-11	-6	0	0	0.4	37	1	-1
Cc1ccc(N2C(=O)c3ccccc3C2Nc2ccccc2)nc1 (stereo unspecified)	·	-0.7	2	-2	-2	-2	1.2	1	-1	-1
CCCNC(=O)/C(C#N)=C1\N=C(NC(=O)c2cccs2)c2ccccc21	4	-1.0	1	-8	1	-8	-0.1	4	1	1
COC(=O)CP(=O)(c1ccccc1)c1ccccc1	-1	-1.7	11	1	-6	-23	-0.1	27	0	-2
Cc1cc(SCc2ccccc2)nc(=O)[nH]1	27	-2.8	-1	-22	2	-10	1.1	15	0	-5
CCOCCn1c(CN2CCN(c3ccc(OC)cc3)CC2)nc2c1c(=O)n(C)c(=O)n2C	-1	-2.2	4	-6	5	-4	0.5	-6	2	-2
O=C(Nc1ccccc1N1CCOCC1)C1(c2ccc(Cl)cc2)CCC1	·	0.4	-7	-1	8	-1	1.7	-20	-2	6
CC(Oc1cccnc1[N+](=O)[O-])C(=O)N1CCc2ccccc21 (stereo unspecified)	·	1.4	-6	-2	-1	3	-1.0	-1	2	4
CCOC(=O)c1cccc(NC(=O)CSc2nnc(-c3ccoc3C)n2CCOC)c1	-2	-0.6	9	3	0	-2	0.8	-9	-3	1

Rewritten in markdown: entries from further up.
| smiles | CAL PDZ FP-1 | CAL PDZ FP-2 | PKA-R2B act | Cardiac RTF inh | RTF Ca sens act | Rtt109 HAT inh | LANA DNA inh | SR-BI uptake up | DAGLB inhibitor | Keap1-Nrf2 PPI |
| --- | --- | --- | --- | --- | --- | --- | --- | --- | --- | --- |
| CC1CCN(C(=O)CSc2nc3ccccc3[nH]2)CC1 | · | 0.1 | -5 | -1 | 0 | -3 | 0.9 | 24 | 0 | -1 |
| CCOc1cc(C2Nc3ccccc3C(=O)N2c2ccccc2)ccc1O (stereo unspecified) | -4 | -1.3 | 1 | -2 | 5 | -16 | -0.4 | -5 | -1 | -7 |
| CCn1c(SCC(=O)Nc2cccc(NC(=O)c3cccs3)c2)nnc1-c1ccncc1 | -4 | -1.3 | -5 | 2 | -1 | -14 | 2.2 | -25 | -2 | -2 |
| CCCCNC(=O)CC1C(=O)N(Cc2ccccc2)C(C)c2nc3ccccc3n21 (stereo unspecified) | · | -0.4 | -15 | -7 | -7 | -4 | 0.6 | -16 | -1 | 3 |

Later entries.
SMILES	CAL PDZ FP-1	CAL PDZ FP-2	PKA-R2B act	Cardiac RTF inh	RTF Ca sens act	Rtt109 HAT inh	LANA DNA inh	SR-BI uptake up	DAGLB inhibitor	Keap1-Nrf2 PPI
CCCCCCNC(=O)c1cccc(-c2ccc(C)c3ccccc23)n1	-4	-1.4	4	7	-6	3	1.5	-12	-22	7
O=C(Cc1coc(-c2ccc(F)cc2)n1)NCc1ccccc1	-1	-0.4	-2	5	2	-3	3.7	-3	-1	-3
CCOC(=O)N1CCN(C(=O)COC(=O)c2cc(Cl)cc(Cl)c2)CC1	·	0.3	0	5	-3	-5	0.1	-29	-1	-7
O=C(c1ccc2c(=O)n3c(nc2c1)CCCCC3)N1CCN(Cc2ccccc2)CC1	-1	·	-4	1	-6	2	-1.5	24	-1	-5
